Screening data (PubChem BioAssay)
NOD2 RIPK2 PPI: blocks binding of human NOD2 to RIPK2; CHO BLA complementation NOD2-RIPK2, CCF4 ratio; O43353; inhibition, % at 4.98 µM; AID 624267; actives 0.38% (n = 360,000); in the data active = inhibition above about 21%;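 also: 0% = vehicle only and 100% = reference blocker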
NR2F2 inh: NR2F2 (human) inhibition, primary screen; actives 0.7% (n = 370,000); HEK293T NGFI-A luciferase reporter, luminescence; P24468; AID 686940; inhibition, % at 8.6 µM;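 active = inhibition above a per-plate cutoff, mean inhibition of test wells between control levels plus 3 SD, cut at about 38% in these data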;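 also: cells cotransfected with COUP-TFII expression vector driving the NGFI-A reporter; 0% = median of COUP-TF2 test wells and 100% = reporter-only cells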
Target sequence (P24468 whole entry, looked up): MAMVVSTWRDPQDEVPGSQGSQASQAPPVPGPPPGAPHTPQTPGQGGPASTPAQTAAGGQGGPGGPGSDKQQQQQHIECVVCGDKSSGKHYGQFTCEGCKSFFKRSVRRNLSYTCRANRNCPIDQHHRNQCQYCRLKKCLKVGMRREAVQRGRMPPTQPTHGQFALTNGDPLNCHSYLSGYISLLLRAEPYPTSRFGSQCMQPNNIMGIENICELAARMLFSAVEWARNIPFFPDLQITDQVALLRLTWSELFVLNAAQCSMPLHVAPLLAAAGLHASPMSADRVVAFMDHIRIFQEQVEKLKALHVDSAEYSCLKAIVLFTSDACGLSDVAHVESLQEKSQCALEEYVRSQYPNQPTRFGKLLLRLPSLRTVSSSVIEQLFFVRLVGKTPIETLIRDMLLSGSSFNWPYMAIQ
SRC3 inh: inhibitors of human steroid receptor coactivator 3 (SRC3). HEK293 GAL4-SRC3 luciferase reporter, luminescence. AID 588352. inhibition, % at 3.6 µM. actives 0.17% (n = 360,000);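 active = inhibition above a per-campaign cutoff, the mean of all compounds plus 3 SD, cut at about 60% in these data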;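 also: 0% = DMSO-treated cells and 100% = gossypol-treated cells at 36 µM; higher means less SRC3-driven luciferase light from the GAL4 reporter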
LRH-1 inv ag: NR5A2 inverse agonism in reporter assay; O00482; HEK293T StAR-luciferase reporter, LRH-1 transfected, 24 h; inhibition, % at 3.6 µM; actives 0.13% (n = 360,000);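 active = inhibition above the mean inhibition of all tested compounds plus 3 SD, cut at about 73% in these data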;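 also: 0% = DMSO wells and 100% = reporter-only cells lacking LRH-1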
Target sequence (O00482 whole entry, looked up): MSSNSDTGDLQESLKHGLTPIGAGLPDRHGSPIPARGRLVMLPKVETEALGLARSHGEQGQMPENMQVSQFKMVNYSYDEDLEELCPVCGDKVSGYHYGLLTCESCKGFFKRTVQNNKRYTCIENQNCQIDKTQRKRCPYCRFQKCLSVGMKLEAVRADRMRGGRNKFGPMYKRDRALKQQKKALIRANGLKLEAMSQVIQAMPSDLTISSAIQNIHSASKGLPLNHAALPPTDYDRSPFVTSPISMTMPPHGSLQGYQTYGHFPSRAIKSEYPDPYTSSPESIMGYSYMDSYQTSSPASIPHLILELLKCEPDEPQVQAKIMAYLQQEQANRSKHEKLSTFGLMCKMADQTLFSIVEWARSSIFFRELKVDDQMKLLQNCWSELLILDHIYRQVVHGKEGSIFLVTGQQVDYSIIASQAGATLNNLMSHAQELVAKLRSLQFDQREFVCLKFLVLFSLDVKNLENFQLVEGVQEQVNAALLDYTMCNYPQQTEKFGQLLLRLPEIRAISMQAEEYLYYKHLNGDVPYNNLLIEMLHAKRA
TROY signal inh: blocks TROY-dependent signaling in reporter cells | Q293 LMP1-TROYcd NF-kB luciferase reporter, 4 h | inhibition, % at 10 µM | actives 0.98% (n = 360,000);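 active = compounds whose plate-normalised and pattern-corrected inhibition of the luciferase reporter signal at the single screening dose is 50% or more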
TWEAK Fn14 block: blocks TWEAK-Fn14 interaction in a reporter cell assay. TWEAK-stimulated Fn14 reporter cells, luciferase luminescence, 8 h. inhibition, % at 10 µM. actives 2% (n = 360,000). AID 1159606; in the data active = inhibition above about 50%
EBV LMP1 NFkB: inhibitors of Epstein-Barr LMP1-induced NF-kappaB reporter; LMP1-induced NF-kappaB luciferase reporter cells, luminescence; actives 0.69% (n = 350,000); AID 504558; inhibition, % at 12.5 µM; in the data active = inhibition above about 41%;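 also: 0% = neutral control wells and 100% = reference inhibitor control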
TRAIL sens C8: sensitizes caspase-8 expressing cells to TRAIL; AID 624354; inhibition (viability loss, TRAIL sensitization), % at 10 µM; NB7+C8 cells + TRAIL, ATPlite viability luminescence; actives 1% (n = 360,000);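 active = compounds causing at least 50% loss of cell viability in the single-dose screen, relative to plate controls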
TLR9-MyD88 inh: TLR9-MyD88 interaction inhibition; CHO BLA complementation TLR9-MyD88, CCF4 FRET ratio; AID 504734; Q9NR96+Q99836; actives 0.21% (n = 340,000); inhibition, % at 4.98 µM;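 active = inhibition above the mean over all tested compounds plus 3 SD, cut at about 21% in these data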;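 also: 0% = DMSO only wells and 100% = clavulanate BLA inhibitor control wells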
SRC1 inh: inhibits human SRC1 coactivator; actives 0.12% (n = 360,000); inhibition, % at 3.6 µM; HEK293 GAL4-SRC1 luciferase reporter, luminescence;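 active = inhibition above the campaign mean plus 3 SD, with each screening campaign given its own cutoff, cut at about 60% in these data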;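 also: 0% = DMSO treated cells and 100% = gossypol at 36 µM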
SRC2 inh: inhibits human steroid receptor coactivator 2; actives 0.17% (n = 370,000); inhibition, % at 9 µM; HEK293 GAL4-SRC2 luciferase reporter, luminescence;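 active = inhibition above the mean inhibition of all tested compounds plus 3 SD, set per campaign, cut at about 52% in these data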;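 also: 0% = DMSO treated cells and 100% = cells given Gossypol at 36 µM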
The depositor's hits bear a star; x = not tested or not shown. An excerpt. The share of hits here may be higher or lower than overall.

Below each SMILES: NOD2 RIPK2 PPI	NR2F2 inh	SRC3 inh	LRH-1 inv ag	TROY signal inh	TWEAK Fn14 block	EBV LMP1 NFkB	TRAIL sens C8	TLR9-MyD88 inh	SRC1 inh	SRC2 inh
- COc1ccc(CC(=O)NCC2(c3ccc(OC)c(OC)c3)CCCC2)cc1
 : -5	3	5	-10	-21	-3	-8	0	3	16	1
- O=C(O)C1CC=CCC1C(=O)Nc1ccccc1C(=O)N1CCN(c2ccccc2)CC1 (stereo unspecified)
 : -9	-3	-8	-1	12	9	-2	-5	-5	-5	-13
- Cc1[nH]c2ccc(F)cc2c1CCN1C(=O)OC(C)(C)C1(C)O (stereo unspecified)
 : -10	-15	-4	1	25	-6	6	-1	-4	3	1
- C[C@@]12CCC3[C@@](CCC4[C@@]3(C)CCC[C@@]4(C)C(=O)O)(CC1=O)C2 (stereo partly specified)
 : -9	-6	8	24	-17	0	7	3	-1	-24	-4
- COc1ccc(C2=NN(C(=O)CSc3nc4ccccc4s3)C(c3ccc(OC)cc3)C2)cc1 (stereo unspecified)
 : -1	-3	19	1	-14	-1	-10	-5	2	-5	1
- Cc1ccc(OCc2nnn(CC(=O)NS(=O)(=O)c3c(C)noc3C)c2-c2ccccc2)cc1
 : -1	-2	-4	-2	0	-6	x	-22	x	-1	-10
- O=C(c1ccc(NS(=O)(=O)c2cccs2)cc1)N1CCN(c2ccccc2Cl)CC1
 : 11	-6	11	2	6	-16	0	-1	0	-24	-6
- CC(NC(=O)CSc1ncnc2nc[nH]c12)c1ccccc1 (stereo unspecified)
 : -7	14	4	14	2	7	-8	-3	12	-40	-12
- O=C(CSc1nnc2ncccn12)Nc1cccc2ccccc12
 : -10	1	14	-8	10	28	4	2	-12	-4	11
- CC(C)(C)NC(=O)CN(Cc1cccs1)C(=O)CCC(=O)Nc1nccs1
 : -15	22	2	10	-25	-11	-15	6	-6	-2	-20
- CCCNC(=O)C1(CC2CC(c3ccccc3)=NO2)CCNCC1 (stereo unspecified)
 : -3	-8	0	8	9	-13	7	3	-5	-11	2
- O=C(ONC(=O)C1C2C=CC(C2)C1C(=O)NOC(=O)c1ccccc1)c1ccccc1 (stereo unspecified)
 : 10	-14	-8	20	-3	37	14	31	-3	-7	-11
- Cc1cccc(C(=O)NCC(=O)NCC(c2cccs2)N2CCOCC2)c1 (stereo unspecified)
 : -23	-2	-10	7	0	-10	-3	1	-1	-16	-15
- c1ccc(C2=NC(c3ccccc3)CC2)cc1 (stereo unspecified)
 : 2	-17	-52	-36	-58	-32	-12	4	-8	-34	-23
- CS(=O)(=O)c1ccccc1C(=O)Nc1cccc(-c2nc3ccccc3o2)c1
 : -6	-10	-13	-10	-18	11	-3	28	1	9	-9
- Cc1ccc(S(=O)(=O)N2CCCCC2)cc1NC(=O)CSc1nnnn1C
 : -1	2	3	8	9	2	-12	-17	5	-10	-19
- Cc1cccc(-c2nc3ccccc3c(=O)[nH]2)c1
 : 0	-29	-111	-108	-5	1	-5	47	-7	-88	-47
- Cc1cc(=O)[nH]c(NNC(=O)c2ccc(Cl)cc2)n1
 : -9	0	-3	8	-9	-1	3	-13	4	5	10
- CSCC[C@H](NC(=O)N1CCn2c1nc1ccccc12)C(=O)NCc1ccc(C)cc1
 : 9	12	19	-14	2	11	2	4	3	7	15
- CNC1=C([N+](=O)[O-])CC([N+](=O)[O-])=C(N2CCNCC2)N1C
 : -15	1	13	-8	5	-1	4	-4	7	-7	1
- CCCCn1nnc(NC(=O)c2ccco2)n1
 : -10	-8	-22	-29	-31	-22	0	4	-1	-52	-15
- COc1ccc(C2=NNC(c3cccnc3)=Nc3ccc(OC)cc32)cc1
 : -5	-6	4	16	-4	2	1	-22	-2	-1	-5
- CC(C)N(Cc1ccccc1)S(=O)(=O)c1ccc(-n2cccn2)cc1
 : 2	4	-13	-8	8	-14	-9	-10	-8	3	-1
- CCc1nnc(NC(=O)C2CC(=O)N(CCc3ccccc3)C2)s1 (stereo unspecified)
 : -5	1	-19	-1	-2	5	-10	-7	-7	1	-13
- CCCC(=O)Nc1ccc(S(=O)(=O)Nc2cc(OC)nc(OC)n2)cc1
 : 0	21	-9	-7	3	-3	-30	-8	7	-20	1
- N#CCC(=O)N/N=C/c1cc([N+](=O)[O-])ccc1N1CCOCC1
 : -2	4	6	6	3	-10	3	-6	-4	-2	-26
- CC(C)NC(=O)c1c(CSc2ccc(Cl)cc2)noc1C(=O)NCc1ccccc1
 : -13	1	-8	14	-14	7	4	-11	3	-9	-10
- Cc1nc(C)c(C(=O)NNC(=O)Nc2ccc(Cl)cc2)s1
 : -12	8	-5	-6	1	-4	8	3	x	-5	-1
- CN1CCN(C(=O)CN(C)S(=O)(=O)c2ccc(F)cc2)CC1
 : -4	6	0	5	-1	13	-5	-13	-9	3	-7
- Cc1nnc(NC(=O)CSc2nnc(-c3ccccc3)n2C)s1
 : -8	-10	7	-4	-1	3	-6	-9	-4	-2	-19
- Cc1cc(S(=O)(=O)Nc2ccc(C(=O)NC3CC3)cc2)ccc1F
 : -4	11	3	-4	-2	-6	2	-11	-2	1	-16
- O=C(NCCCn1ccnc1)C1CC(c2ccccc2Cl)=NO1 (stereo unspecified)
 : 2	-1	-1	-15	0	13	6	-1	2	-16	10
- COc1ccccc1-c1noc(CCCC(=O)NC2CCCCC2)n1
 : -6	6	-11	-20	18	12	-3	-30	0	-11	14
- Cc1cccc(-c2noc(CCC(=O)NCCc3ccccc3)n2)c1
 : 5	-5	1	9	-22	9	-9	-1	3	-4	5
- CCN(CC(=O)NCc1cccs1)C(=O)c1cccc(S(=O)(=O)Nc2ccccc2OC)c1
 : 1	-7	18	0	12	9	-3	-1	1	-22	-16
- CCCCn1c(=O)[nH]c(=O)c2c1nc(-c1ccsc1)n2Cc1ccccc1
 : -2	-1	22	0	-12	35	2	-5	4	-9	-26
- O=C(CCC(=O)N(c1ccccc1)C(C(=O)NC1CCCC1)c1ccncc1)Nc1cccnc1 (stereo unspecified)
 : -10	-1	-11	-8	-8	5	8	0	3	6	-35
- O=C(CSc1ccc2c(c1)OCCO2)Nc1ccc(Br)cc1
 : -4	-10	10	3	-4	1	-2	3	6	0	15
- COC(=O)CN1CCN(C(c2ccccc2)c2ccccc2)CC1
 : -7	5	1	3	14	13	0	0	5	-4	7
- C=CCn1c(SCC(=O)NCc2ccco2)nc2sc3c(c2c1=O)CCC3
 : 5	2	10	2	0	-12	7	-2	-6	-8	7
- O=C(Nc1ccc(S(=O)(=O)Nc2nccs2)cc1)c1ccc(S(=O)(=O)N2CCOCC2)cc1
 : 0	10	-6	-7	-8	5	-8	-9	-10	2	13
- CC1=Nc2ccccc2/C1=C\c1nc(-c2ccccc2)oc1O
 : 11	2	3	-7	-5	7	4	-6	5	-3	-9
- Cc1ccccc1Nc1cc(C(=O)NCC2CCCO2)c2ccccc2n1 (stereo unspecified)
 : 6	16	1	-1	-14	10	1	10	2	-30	-10
- COc1ccc(-c2nc(CN3CCCC(C(=O)NC4CCCC4)C3)c(C)o2)cc1 (stereo unspecified)
 : 5	17	13	5	-17	4	5	12	-2	-56	-16
- COc1cc(C2CC(=O)NC(SCC(=O)Nc3ccccc3C)=C2C#N)ccc1O (stereo unspecified)
 : -1	7	10	18	-22	-4	6	-2	-4	-2	-11
- Cc1ccc(NC(=O)CN2C(=O)c3ccccc3C2=O)nc1
 : -7	8	18	-22	-21	8	-8	-2	x	2	-11
- CC1(C)CC2(CC(c3ccccc3F)c3cc(Cl)c(O)cc3O2)NC(=S)N1 (stereo unspecified)
 : -2	31	34	28	30	46	9	-2	-10	12	19
- O=C(CN1C(=O)C2CCCCC2C1=O)N1CCN(c2ccc(F)cc2)CC1 (stereo unspecified)
 : 4	-18	-13	-5	-8	4	-4	-9	-4	-4	-3
- c1ccc(-c2cnc(CN3CCN(c4ccccc4)CC3)o2)cc1
 : 11	-25	-17	3	16	0	-1	16	-6	10	-7
- Cc1cc(N=Cc2c(O)ccc3ccccc23)no1
 : 4	14	7	-8	-8	24	-18	8	2	-18	3
- N#CCSc1nc(-c2ccccc2)c2cc(Cl)ccc2n1
 : -15	9	17	7	2	-22	3	22	1	-1	19
- COc1ccc(OC)c(C2NC(=O)NC(C)=C2C(=O)Nc2ccc(C)cc2)c1 (stereo unspecified)
 : -6	-6	16	8	-20	20	-2	-9	-6	7	-11
- COc1ccc(-n2c(C)nn(CCOc3ccccc3)c2=O)cc1
 : -10	0	-36	-43	-51	21	5	3	4	-64	-5
- CCOC(=O)CSc1nnc(CNC(=O)c2ccc(S(=O)(=O)N(C)C)cc2)n1C
 : -16	-6	-1	-12	-7	6	-6	-8	6	-3	0
- C[C@H](NC(=O)C1CC(=O)N(c2ccc3c(c2)OCCO3)C1)C(=O)N1CCC(C(=O)O)CC1 (stereo partly specified)
 : -4	11	-14	2	-31	2	3	-10	0	-11	3
- N#C/C(=C\c1ccc(N2CCOCC2)o1)C(=O)NCCc1ccccc1
 : -3	11	-3	-7	5	8	-3	-4	4	-6	7
- Cc1ccc(OCC(O)CN2CCN(c3ccccc3)CC2)cc1 (stereo unspecified)
 : -5	7	-1	6	2	-2	2	5	-10	11	0
- O=C(NC(=S)NCc1ccccc1Cl)c1cccs1
 : 2	8	-3	36	-29	20	-1	-3	4	6	3
- CCC1=NN2C(=N)/C(=C/c3cc(C)n(Cc4ccccc4)c3C)C(=O)N=C2S1
 : -5	-3	8	-2	7	-16	1	4	-1	-13	-1
- O=C(O)/C=C/C(=O)Nc1ccc(Cl)cc1C(=O)c1ccccc1
 : -2	-4	14	8	-4	-7	3	19	-5	-2	-6

Carrying on:
Below each SMILES: NOD2 RIPK2 PPI	NR2F2 inh	SRC3 inh	LRH-1 inv ag	TROY signal inh	TWEAK Fn14 block	EBV LMP1 NFkB	TRAIL sens C8	TLR9-MyD88 inh	SRC1 inh	SRC2 inh
- COc1ccc(NC(=O)NCc2ccccn2)cc1OC
 : -6	1	-7	-7	1	-26	3	7	5	-38	0
- CCC(=O)N1CCc2cc(Br)cc(S(=O)(=O)NC3CCN(Cc4ccccc4)CC3)c21
 : 0	-7	-11	-8	14	-41	5	-12	-14	1	-8
- COc1ccc(C2C(C(C)=O)=C(O)C(=O)N2c2ccccn2)cc1 (stereo unspecified)
 : 4	12	-17	-13	-51	-15	3	7	-1	-6	-20
- COc1ccc(C(=S)N2CCOCC2)cc1OC(=O)c1cccc([N+](=O)[O-])c1
 : -9	-2	9	0	16	-2	-9	-9	-9	5	-12
- CCCN(CCC)C(=O)CCSCCC(=O)N(CCC)CCC
 : 6	7	17	14	7	0	-1	-4	14	-1	24
- COc1ccc(N2CCN(S(=O)(=O)CCNC(=O)c3ccc(Br)o3)CC2)cc1
 : -1	1	9	-6	-7	19	8	-32	1	12	15
- CCCCC1=CC2=CC(=O)C(C)(OC(=O)CC)C(=O)C2=CO1 (stereo unspecified)
 : 11	11	12	0	-12	10	2	-2	-3	-8	3
- NS(=O)(=O)c1ccc(CNC(=O)C(Cc2ccccc2)NS(=O)(=O)c2ccccc2F)cc1 (stereo unspecified)
 : -10	8	6	-10	-5	8	-6	-3	-6	8	9
